# CHT allo act = human CHT allosteric activation. Q9GZV3. CHT-expressing cells, membrane potential dye, choline EC20; active compounds read high; LV-AA mutant CHT in HEK293 cells. B-score at 10 µM. 310,000 tested, 0.49% active;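 active = initial fluorescence not abnormally high and integrated response B-score, plate-corrected, over 3 SD above library mean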
# Target sequence (Q9GZV3 whole entry, looked up): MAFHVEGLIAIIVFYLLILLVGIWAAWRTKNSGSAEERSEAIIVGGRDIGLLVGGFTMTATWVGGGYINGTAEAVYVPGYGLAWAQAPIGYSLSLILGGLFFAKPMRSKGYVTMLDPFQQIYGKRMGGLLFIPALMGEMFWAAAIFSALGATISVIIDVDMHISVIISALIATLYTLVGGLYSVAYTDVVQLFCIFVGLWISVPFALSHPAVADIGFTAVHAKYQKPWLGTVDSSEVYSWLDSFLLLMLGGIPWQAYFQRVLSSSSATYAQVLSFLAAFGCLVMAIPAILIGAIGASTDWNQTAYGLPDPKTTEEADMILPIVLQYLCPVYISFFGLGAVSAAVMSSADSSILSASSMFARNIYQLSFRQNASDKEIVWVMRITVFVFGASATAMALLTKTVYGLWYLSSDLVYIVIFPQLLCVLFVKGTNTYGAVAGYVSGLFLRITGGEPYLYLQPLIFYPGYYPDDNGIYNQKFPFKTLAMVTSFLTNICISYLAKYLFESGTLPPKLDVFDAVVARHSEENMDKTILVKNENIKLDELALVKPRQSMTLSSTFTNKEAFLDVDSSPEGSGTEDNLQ
# OX1R antag-1 = human HCRTR1 antagonism. 330,000 tested, 0.43% active. AID 434989. CHO/OX1R cells, Fluo-8 calcium fluorescence, orexin A. inhibition, % at 5 µM. O43613;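 active = inhibition above its plate's threshold, mean inhibition of all tested compounds on the plate plus 3 SD, cut at about 37% in these data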;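 also: 0% = orexin A challenge wells and 100% = SB-334867-A antagonist wells; not every result past the cut was called active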
# Target sequence (O43613 whole entry, looked up): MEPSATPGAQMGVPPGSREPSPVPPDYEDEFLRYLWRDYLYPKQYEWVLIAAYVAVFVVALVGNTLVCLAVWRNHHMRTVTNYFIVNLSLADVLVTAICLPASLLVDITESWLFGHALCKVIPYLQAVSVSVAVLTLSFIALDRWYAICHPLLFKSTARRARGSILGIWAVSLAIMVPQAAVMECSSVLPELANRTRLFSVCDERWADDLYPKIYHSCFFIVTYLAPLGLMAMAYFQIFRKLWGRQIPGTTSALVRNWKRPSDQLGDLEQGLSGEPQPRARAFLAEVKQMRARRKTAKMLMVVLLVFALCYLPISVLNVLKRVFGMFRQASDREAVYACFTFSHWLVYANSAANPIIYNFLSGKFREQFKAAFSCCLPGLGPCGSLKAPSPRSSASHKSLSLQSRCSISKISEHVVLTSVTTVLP
# OX1R antag-2 = antagonists of human orexin 1 receptor (OX1R); O43613; OX1R-expressing cells, FRET antagonist read-out; inhibition, % at 6.6 µM; 330,000 tested, 1.8% active; AID 485270; in the data active = inhibition mostly above about 38%, no sharp cut-off; inactive = mostly below about 40%;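 also: 0% = agonist challenge alone and 100% = reference antagonist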
# Starred values were filed as active, the others as inactive; i = inactive; · = not tested or not shown.
SMILES | CHT allo act | OX1R antag-1 | OX1R antag-2
Cc1cc(C)cc(OCC(=O)OCC(=O)NC2CC2)c1 | · | 14 | 4
COC/C=C/C1=CC2=CC(=O)C(C)(OC(=O)c3cnc4ccccc4n3)C(=O)C2=CN1c1ccccc1 (stereo unspecified) | i | -4 | 10
CC(C)CNC(=O)c1ccccc1NC(=O)/C=C/c1cccc([N+](=O)[O-])c1 | i | -5 | 4
COc1ccc(Nc2cccc3ccccc23)cc1 | i | -20 | 14
COCCNC(=O)C(c1ccc(O)cc1)N(Cc1ccco1)C(=O)CCC(=O)Nc1nccs1 (stereo unspecified) | i | 4 | 25
CCN1C(=O)c2cccc3c(S(=O)(=O)Nc4ccccc4OC)ccc1c23 | i | -17 | 16
O=C(Nc1cc2c3c(c1)C1CCCC1CN3CC1CCCC21)c1ccc([N+](=O)[O-])cc1 (stereo unspecified) | i | -30 | 16
CC(C)(C)c1nnc(NC(=O)c2ccc(Cl)nc2)s1 | i | -3 | 7
O=C(CC1SC(N2CCOCC2)=NC1=O)Nc1cccc(C(F)(F)F)c1 (stereo unspecified) | · | -11 | -2
COC(CNC(=O)[C@H](Cc1ccccc1)N1Cc2ccccc2C1=O)OC | i | -10 | 1
NC(=O)C1CCN(C(=O)C2c3ccccc3C(=O)N3CCc4ccccc4C23)CC1 (stereo unspecified) | i | -4 | 6
COc1ccc(NC(=O)Nc2cccc3c2O[C@H](CN(C)C(=O)Nc2ccccc2)[C@@H](C)CN([C@H](C)CO)C3=O)cc1 | · | -13 | 0
O=C(/C=C/c1ccco1)N1CCN(c2ncccn2)CC1 | i | -1 | 14
CN(C)c1cc(Cl)c2nonc2c1N | i | -3 | 20
CCC1CN(C(=O)N2CCC(C(=O)NCc3ccc(OC)cc3OC)CC2)c2ccccc2O1 (stereo unspecified) | i | -42 | -6
COc1cccc(C(=O)NCC(=O)N/N=C/c2cn[nH]c2-c2ccccc2)c1 | i | -15 | 2
O=C(CCn1c(=O)oc2ccc(Cl)cc21)N1CCN(Cc2ccccc2)CC1 | i | -13 | 14
O=C(OCc1ccccc1F)c1ccc2c(c1)-c1ccccc1C2=O | i | -2 | 17
CCOC(=O)C1CCCN(S(=O)(=O)c2cc(Br)cc3c2N(C(=O)CC)CC3)C1 (stereo unspecified) | i | -31 | 2
COCCCNC(=O)CCSc1ccc(C)cc1 | i | -5 | 4
Nc1ccc(-c2ccc(N)c([N+](=O)[O-])c2)cc1[N+](=O)[O-] | i | -19 | 43
Cc1ccn2c(Nc3ccc4c(c3)OCO4)c(-c3ccc(O)cc3)nc2c1 | i | -10 | 17
S=c1[nH]nc(COc2ccccc2)n1/N=C/c1cccnc1 | i | -7 | 5
O=C(Nc1ccc2nccnc2c1)c1cnccn1 | 7.5* | -3 | 132*
O=C(OCn1nnc2ccccc2c1=O)c1ccc(Br)o1 | i | -17 | 7
COc1ccc(-c2nnc(SCc3c(C)noc3C)o2)cc1 | i | -10 | 1
C#CC1(NC(=O)NC(C)C)CCCCC1 | i | -13 | 10
O=C(CN(C1CCCCC1)S(=O)(=O)c1ccc(Cl)cc1)N1CCOCC1 | i | 2 | 12
CC(=O)Nc1ccc(S(=O)(=O)N(C)CC(=O)NNC(=O)Cc2nc3ccccc3n2C)cc1 | · | 7 | 4
Cc1ccc(-c2nc3cc(NC(=O)C(C)C)ccc3o2)cc1C | i | -12 | 12
CCc1ccc(NC(=S)Nc2cccc(OC)c2)cc1 | i | -42 | 2
Cc1cccc2cc(CN(Cc3ccco3)C(=O)NC3CCCCC3)c(=O)[nH]c12 | i | -35 | 12
COC(=O)c1cccc(NC(=O)CN2CCN(c3ccc(OC)cc3)CC2)c1 | i | -10 | 11
O=C(c1cc(COc2c(F)cccc2F)on1)N1C[C@H]2CC[C@H]1C2 | i | -8 | 22
COc1cccc(OC)c1C(=O)Nc1ccc(N2CCCC2)cc1 | i | -11 | 22
COC(=O)c1ccc(C)c(NC(=O)CSc2nnc3ccccn23)c1 | · | -5 | 6
CN(c1ccccc1)S(=O)(=O)c1cc(C(=O)c2nccn2C)ccc1Cl | i | -14 | 18
COc1cccc(NC(=S)N(CCCN2CCOCC2)C(C)c2cc3cccc(OC)c3o2)c1 (stereo unspecified) | i | -40 | 7
Cc1cc(O)cc(O)c1-c1onc(C(F)(F)F)c1-c1cscn1 | i | -13 | 15
COc1ccc(C2(c3ccc(OC)cc3)NC(=O)N(CC(=O)N3CCOCC3)C2=O)cc1 | · | -10 | 10
CCCN(CCC)Cc1c(C(=O)N/N=C/CCc2ccccc2)nnn1-c1nonc1N | i | -36 | 15
COc1ccc(NS(=O)(=O)c2ccc(C)c(C(=O)NNC(=O)c3csc(N4CCOCC4)n3)c2)cc1 | i | -15 | 11
Cc1occc1C(=O)Nc1ccc2c(c1)OCCO2 | i | 0 | 14
COc1ccc(-c2ccc3c(c2)S(=O)(=O)c2cccc(C(=O)NCc4cc(C)oc4C(F)(F)F)c2C3=O)cc1OC | · | 26 | 8
COc1ccc(C(=O)Nc2ccc3[nH]ccc3c2)cc1OC | i | -2 | 16
Cc1nn(CC(=O)NCc2ccccc2)c(C)c1[N+](=O)[O-] | i | 1 | 12
CCOc1cccc(SCc2noc(C(=O)NC(C)C)c2C(=O)O)c1 | i | 6 | 10
Cc1ccc(C(C(=O)NC(C)(C)C)N(Cc2cccnc2)C(=O)C(=O)NC2CCCCC2)o1 (stereo unspecified) | i | -13 | 19
O=C(NCCCNCc1ccccc1)c1ccc(/C=N/O)nc1 | i | -7 | 11
O=C(C(=O)N1CCc2ccccc2C1)c1cn(CC(=O)N2CCOCC2)c2ccccc12 | i | -13 | 14
CC(C)COC(=O)C1C(=O)CC(C)(O)C(C(=O)OCC(C)C)C1c1cccnc1 (stereo unspecified) | i | -23 | 16
CCc1nc(N)c(C#N)c(-c2cccc3ccccc23)c1C | i | -19 | 29
COCCCn1c(SCC(=O)N2CCOCC2)nnc1-c1ccco1 | i | 9 | 19
CCN(CC)C(=O)c1sc(NC(=O)Cc2ccccc2)c(C#N)c1C | i | -22 | 22
COc1ccc(NC(=O)CCCn2c(=O)c3sccc3n(Cc3cccc(C)c3)c2=O)cc1 | i | -19 | 17
CC(Oc1cc(Cl)ccc1Cl)C(=O)N/N=C\c1ccnn1C (stereo unspecified) | i | -17 | 12
O=C(Nc1ccc2c(c1)OCO2)c1ccc(=O)[nH]n1 | i | -2 | 5
COc1ccc(CCNC(=O)C2CCN(C(=O)c3ccc(C(C)(C)C)cc3)CC2)cc1OC | i | -17 | 17
CC(C)N1CC(O)=C(c2ccccc2)C1=N | i | 0 | 17
CCOC(=O)C1=C(c2ccccc2)NC(SC)=C(C#N)C1c1ccco1 (stereo unspecified) | i | -16 | -5

# Sorted by value in OX1R antag-2 (highest first): 3 from the list above.
Compound,OX1R antag-1,OX1R antag-2
O=C(C(=O)N1CCc2ccccc2C1)c1cn(CC(=O)N2CCOCC2)c2ccccc12,-13,14
CC(Oc1cc(Cl)ccc1Cl)C(=O)N/N=C\c1ccnn1C (stereo unspecified),-17,12
O=C(NCCCNCc1ccccc1)c1ccc(/C=N/O)nc1,-7,11

# Next part:
SMILES | CHT allo act | OX1R antag-1 | OX1R antag-2
CC(Sc1cccc[n+]1[O-])C(=O)Nc1ccc([N+](=O)[O-])cc1Cl (stereo unspecified) | i | -10 | 37
COc1cc(OC)c(NC(=O)CCNS(=O)(=O)c2cc(Br)cnc2N)cc1Cl | i | -3 | 30
COc1cccc(/C=N/NC(=O)C(=O)NCc2ccco2)c1O | i | 1 | 41*
CNC(=O)C12CC3CC(CC(Cl)(C3)C1)C2 | i | 8 | 16
Cn1c(=S)[nH]c(=O)c2ncc(=O)[nH]c21 | i | -13 | 2
CCOc1ccc(CN=C(N)N=C(N)N)cc1Cl | i | 10 | 20
OCCOCCOc1cccc2[nH]ccc12 | i | 6 | 11
O=C1N=C(N2CCN(c3ccccc3)CC2)S/C1=C/c1cccs1 | i | -7 | 17
O=C(CNS(=O)(=O)c1cccs1)N1CCCCC1 | i | 1 | -4
O=C(NCCOc1ccccc1)C(c1ccccc1)c1ccccc1 | i | -35 | 20
Cc1ccc(NC(=O)CC2S/C(=N/c3nccs3)N(C)C2=O)cc1C (stereo unspecified) | i | 17 | 32
O=C(O)c1nc(N2CCOCC2)nc(N2CCOCC2)n1 | i | -9 | 3
CC(Cc1nnc(N)s1)c1ccccc1 (stereo unspecified) | i | -7 | 16
Cc1ccc(C)c(NC(=O)CNS(=O)(=O)c2ccccc2)c1 | i | -12 | 12
COc1ccc(Cc2nc3ccc(C(=O)N(C)Cc4cc(C)[nH]n4)cc3o2)cc1OC | i | -14 | -1
Cc1ccc(NS(=O)(=O)c2c(C)nc3sccn3c2=O)cc1C | i | -22 | 12
NCCc1nnc(SCc2c(Cl)cccc2Cl)o1 | i | -10 | 14
Cc1ccc(N(CC(=O)NCC2CCCO2)C(=O)CNS(=O)(=O)c2ccc(Cl)cc2)cc1 (stereo unspecified) | i | -39 | 26
Cc1ccccc1-c1c(C)oc2cc(O)ccc2c1=O | i | 2 | 7
Cc1n(Cc2ccccc2)c2cc([N+](=O)[O-])ccc2[n+]1Cc1ccccc1 | 8.3* | -6 | 27
Cn1cc(CN2CCC(CO)(CCCc3ccccc3)CC2)c(-c2ccccc2)n1 | i | -33 | 11
CCCCn1nc(NC(=O)CCC)c2cc3cc(OC)ccc3nc21 | i | -25 | -2
CC(C)=CCN1CCN(Cc2ccc(C#CC(C)(C)O)s2)CC1CCO (stereo unspecified) | i | -9 | 2
CC1(C)NC(=O)N(CCOCCOc2c(Cl)cc(Cl)cc2Cl)C1=O | i | -16 | 13
CCOC(=O)C1CCN(C(c2cc(OC)c(OC)c(OC)c2)c2sc3nc(C)nn3c2O)CC1 (stereo unspecified) | i | -33 | -3
O=C(/C=C/c1ccc([N+](=O)[O-])cc1)OCC(=O)N1CCCC1 | · | -14 | 45*
COc1ccc(OC)c(/C=N\NC(=O)c2cc3c(ccc4ccccc43)o2)c1 | i | 17 | 73*
Cc1nc2ccccc2n1S(=O)(=O)c1ccc(Br)cc1 | i | -41 | 20
O=C1CCC(=O)N1CNc1ccccn1 | i | -21 | 21
CCN(C(=O)COC(=O)Cc1c[nH]c2ccccc12)C1CCS(=O)(=O)C1 (stereo unspecified) | i | -8 | 3
Cn1c(-c2ccsc2)c(-c2cccs2)c2cc(-c3cccc4[nH]ccc34)ccc21 | · | -12 | 2
CN(C)S(=O)(=O)c1ccc(C(=O)OCCc2ccccc2)cc1 | i | -9 | 8
COc1ccccc1/C=C1\SC(=S)N(Nc2nc(C)cc(C)n2)C1=O | i | -22 | 15
Cc1c(Cl)cccc1NC(=O)CCS(=O)(=O)c1cccc2nonc12 | i | -18 | 18
COc1ccc(-c2cc(C(=O)N3CCN(Cc4ccccc4)CC3)no2)cc1OC | i | -21 | 7
COc1ccccc1N1CCN(C(=O)CCS(=O)(=O)c2ccc3c(c2)oc(=O)n3C)CC1 | i | -16 | 2
O=C(NCc1ccccc1)c1c[nH]c2ccc(S(=O)(=O)Nc3ccc4c(c3)OCCO4)cc2c1=O | i | 9 | 17
CCOc1ccccc1-c1noc(CCCC(=O)NC2CCCCC2)n1 | i | -19 | 11
O=C(NCc1ccc(Cl)cc1)C(=O)NCC1OCCN1S(=O)(=O)c1cc(F)ccc1F (stereo unspecified) | i | -15 | 10
O=C(Nc1nncs1)c1ccccc1NS(=O)(=O)c1cccs1 | i | -6 | 23
CC(=O)OCCn1c(=O)c2cc3c(=O)n(CCOC(C)=O)c(=O)c3cc2c1=O | i | -7 | 68*
CCOc1ccccc1Nc1nnc(SCC(=O)Nc2cccc(S(=O)(=O)NC3=NCCCCC3)c2)s1 | i | -29 | 14
NS(=O)(=O)c1ccc(NC(=S)Nc2ccn(Cc3cccc4ccccc34)n2)cc1 | i | 23 | 31
COc1cccc(-c2ccc(C#N)c(SCC(=O)NCc3ccco3)n2)c1 | i | -17 | 5
CCN(CC)CCC(=O)N1c2ccccc2CCc2ccc(NC(=O)OC)cc21 | i | -20 | 28

# By substructure: the compounds so far with bromine (four)
SMILES | CHT allo act | OX1R antag-1 | OX1R antag-2
CCOC(=O)C1CCCN(S(=O)(=O)c2cc(Br)cc3c2N(C(=O)CC)CC3)C1 (stereo unspecified) | i | -31 | 2
O=C(OCn1nnc2ccccc2c1=O)c1ccc(Br)o1 | i | -17 | 7
COc1cc(OC)c(NC(=O)CCNS(=O)(=O)c2cc(Br)cnc2N)cc1Cl | i | -3 | 30
Cc1nc2ccccc2n1S(=O)(=O)c1ccc(Br)cc1 | i | -41 | 20

# Further compounds.
SMILES | CHT allo act | OX1R antag-1 | OX1R antag-2
CCOc1ccc(-n2ccc(=O)c(C(=O)O)n2)cc1 | i | -18 | -2
C/C(=N\NC(=O)COc1ccc(C(C)(C)C)cc1)c1cc2ccccc2o1 | i | -37 | 13
O=C1c2ccccc2C(=O)N1CC(O)COCc1ccccc1 (stereo unspecified) | i | -10 | 6
CN(CC(=O)Nc1ccc(Cl)cc1)C(=O)CNC(=O)c1ccc2c(c1)OCO2 | i | -16 | 22
C=CCn1c(CCNC(=O)c2ccco2)nc2ccccc21 | i | -3 | 13
CCCCCCCC(=O)O | · | -13 | 5
O=C(Nc1ccccc1)c1ccc(Br)c(S(=O)(=O)Nc2cccnc2)c1 | i | -21 | 13
CC1(C)Cc2cccc(OCC(=O)Nc3nccs3)c2O1 | i | -20 | 6
CCOc1ccc(N/C=C/C(=O)c2cc(OC)c(OC)c(OC)c2)cc1 | i | -13 | 3
CCOC(=O)CC(NC(=O)c1cccc2c1C(=O)N(Cc1cccnc1)C2)c1ccc(OC(C)C)cc1 (stereo unspecified) | i | -16 | 48*
O=C(c1cccs1)N1CCN(Cc2nc3ccccc3c(=O)[nH]2)CC1 | i | 1 | 25
O=C(Cc1ccc(Cl)cc1)N/N=C/c1ccccc1 | i | -14 | 12
FC(F)(F)c1cccc(Cc2noc(CN3CCCC3)n2)c1 | i | -15 | 4
CCC(=O)NCc1ccc(-c2nc3ncccc3o2)cc1 | i | -14 | 11
